CD11b adhes enh: increases human CD11b/CD18 adhesion to fibrinogen | P05107+P11215 | K562 CD11b/CD18 adhesion to fibrinogen, ATPlite luminescence | activation, % at 10 µM | 93,000 compounds, 0.07% hits;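 active means 10 µM primary screen giving 50% or more activity, confirmed by 40% or more on retest at that dose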; further: strong numbers were not always called active; reference of the scale not given here
ERa SRC1 inh: ER-alpha (human) coactivator binding inhibition; TR-FRET ER-alpha LBD / SRC-1 peptide, estradiol-bound; inhibition, % at 25.6 µM; 86,000 compounds, 1.7% hits; in the data active means inhibition above about 50%;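 further: 0% = receptor plus peptide control and 100% = peptide only without receptor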
ERa coact pot: enhances coactivator binding to human estrogen receptor alpha | TR-FRET ERalpha-LBD/SRC-Cy5 coactivator binding, 2 h; 100 = basal binding, no effect | coactivator binding (% of control), % at 25.6 µM | 86,000 compounds, 1.3% hits | AID 639; in the data active means activity above about 200%;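 further: binding measured in presence of low estradiol as agonist stimulus; 0% = peptide alone without receptor and 100% = receptor with peptide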
PLK1 kinase inh: blocks human PLK1 kinase activity. P53350. recombinant PLK1 kinase, TR-FRET peptide phosphorylation. inhibition, % at 10 µM. 97,000 compounds, 0.53% hits. AID 619;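 active means inhibition of 50% or more in the single-concentration screen; inactive means inhibition below 50%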;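 further: 0% = DMSO max control and 100% = H-89 dihydrochloride min control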
ERb SRC1 inh: ER-beta (human) coactivator binding inhibition; TR-FRET ER-beta LBD / SRC1-Cy5 peptide binding; receptor agonist-loaded with 1 µM estradiol; inhibition, % at 25.6 µM; 86,000 compounds, 1.3% hits; AID 633;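 active means compounds whose percent inhibition of the receptor-coactivator binding signal exceeds about 50% in the single-dose screen, limit read from the data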;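 further: 0% = receptor plus peptide wells without compound and 100% = peptide-only wells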
Target sequence (Q92731 whole entry, looked up, the tested form may be a part): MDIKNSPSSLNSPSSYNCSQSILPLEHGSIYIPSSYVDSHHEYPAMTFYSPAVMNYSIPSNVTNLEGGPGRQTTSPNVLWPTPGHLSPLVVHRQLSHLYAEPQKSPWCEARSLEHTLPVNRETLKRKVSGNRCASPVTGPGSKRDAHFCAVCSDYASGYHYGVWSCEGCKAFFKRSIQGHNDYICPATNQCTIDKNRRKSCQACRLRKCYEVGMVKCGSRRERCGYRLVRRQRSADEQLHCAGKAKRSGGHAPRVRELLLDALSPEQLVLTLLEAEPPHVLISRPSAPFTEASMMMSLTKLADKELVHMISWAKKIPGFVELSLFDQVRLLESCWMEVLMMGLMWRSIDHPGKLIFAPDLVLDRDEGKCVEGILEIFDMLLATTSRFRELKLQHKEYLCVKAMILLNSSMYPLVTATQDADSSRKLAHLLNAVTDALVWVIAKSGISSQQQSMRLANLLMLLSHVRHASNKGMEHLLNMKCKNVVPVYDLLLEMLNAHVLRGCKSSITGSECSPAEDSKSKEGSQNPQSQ
FAK blocker: FAK (human) kinase inhibition. Q05397. inhibition, %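 (tested at 7 µM)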. 97,000 compounds, 0.84% hits. biochemical FAK kinase activity assay; in the data active means inhibition above about 19%;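 further: 0% = DMSO and 100% = reference compound high control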
HIV Rev-RRE inh: HIV Rev-RRE protein-RNA interaction inhibition; 97,000 compounds, 0.79% hits; inhibition, % at 8 µM; Rev peptide-RRE RNA binding, FRET; AID 704; P05866;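 active means inhibition above the screen-wide mean plus 3 SD, cut at about 35% in these data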;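 further: 0% = median DMSO wells and 100% = median Neomycin B control wells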
Target sequence (P05866 whole entry, looked up): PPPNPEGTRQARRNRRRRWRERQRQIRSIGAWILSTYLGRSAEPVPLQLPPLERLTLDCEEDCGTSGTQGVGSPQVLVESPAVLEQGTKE
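Probe or stimulus: fluorescein-Rev peptide as binding partner; assay system: Cy5-tagged RRE RNA duplex with fluorescein-tagged Rev peptide; timing: 5 min compound–RNA preincubation, then 15 min with peptide, 25 °C; medium: HEPES pH 7.5 buffer with KCl, MgCl2, NaCl and EDTA; signal: fluorescein-to-Cy5 FRET, 480 nm excitation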
PLK1 PBD inh: blocks phosphopeptide binding to human Plk1 polo box domain. P53350. Plk1 PBD phosphopeptide binding, fluorescence polarization. inhibition, %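 (tested at about 20 µM)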. 97,000 compounds, 0.13% hits. AID 693; in the data active means inhibition above about 34%, passing the limit was not always enough
CD11b adhes inh: blocks human CD11b/CD18 adhesion to fibrinogen | P05107+P11215 | K562 CD11b/CD18 adhesion to fibrinogen, ATPlite luminescence; Mn2+ added to activate the integrin | inhibition, % at 10 µM | 93,000 compounds, 0.54% hits;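 active means primary inhibition of 50% or more at 10 µM, then 40% or more on retest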; further: some results filed as inactive read as strong as hits
An asterisk follows results filed as active; / = no result given; [ ] = remark or other dose.

# | ERa coact pot | CD11b adhes inh | PLK1 kinase inh | ERa SRC1 inh | FAK blocker | PLK1 PBD inh | ERb SRC1 inh | CD11b adhes enh | HIV Rev-RRE inh | compound
1 | / | / | -6 | / | -2 | -1 | / | / | 4 | Cc1ccc(S(=O)(=O)CC(O)CN2CCCC2=O)cc1 (stereo not drawn)
2 | 107[fluorescence artefact?] | 16 | -8 | 17[fluorescence artefact?] | -3 | 19 | 22[fluorescence artefact?] | -4 | 2 | COC(=O)c1cc(NC(=O)c2c(Cl)nc3sccn23)cc(C(=O)OC)c1
3 | 99 | 16 | 2 | 0 | 1 | -9 | -4 | 0 | -1 | CCOc1ccc2nc(NC(=O)CN3CCN(C)CC3)sc2c1
4 | 98 | 10 | / | -43 | / | / | -22 | -3 | / | CCOCCCNC(=O)c1cc2sc(Cl)cc2n1CC
5 | 112 | 2 | -13 | -5 | 0 | -37 | 3 | -1 | 0 | CCC1CCCCN1CCCNC(=O)c1cn(CC(C)C)c(=O)c2cc(OC)c(OC)cc12 (stereo not drawn)
6 | 123[fluorescence artefact?] | / | -12 | -3[fluorescence artefact?] | -2 | -11 | -6 | / | -4 | CCOC(=O)/C(C(N)=NC(C)C)=C(\O)c1ccccc1
7 | 108 | -12 | -4 | 0 | -4 | 2 | 0 | -1 | -2 | O=C(NCCc1ccccn1)c1n[nH]c(=O)c2ccccc12
8 | / | -17 | -5 | / | -5 | 8 | / | -5 | 10 | Cn1c(=O)[nH]c(=O)c2c1nc(Br)n2CC(O)COc1ccccc1 (stereo not drawn)
9 | 108 | 6 | -13 | -14 | 2 | -23 | 9[fluorescence artefact?] | 0 | 5 | COc1ccc(CC(=O)Nc2cc(C)on2)cc1OC
10 | 112 | -2 | -4 | 3 | -1 | -12 | 4 | -3 | 7 | COc1ccc2[nH]c(C(=O)O)c(CCC(=O)O)c2c1
11 | / | -5 | -15 | / | 0 | -17 | / | 6 | 1 | Cc1noc(C)c1C(=O)OCC(=O)NC1CC1
12 | 182[fluorescence artefact?] | -23 | -9 | 10[fluorescence artefact?] | 3 | -4 | -6 | -3 | 2 | Cc1cc(NC(=O)CSc2nnc(-c3ccc(Cl)s3)o2)no1
13 | 99[fluorescence artefact?] | -49 | -10 | 5 | 1 | 22 | 6[fluorescence artefact?] | 1 | 5 | CCSc1ccccc1C(=O)Nc1nncs1
14 | 107 | -7 | -4 | -5 | 1 | -14 | -4 | 8 | 6 | CCCNC(=O)c1cccc(Cn2nc(C)c(Br)c2C)c1
15 | 101 | -3 | -6 | 4 | -1 | -15 | 12[fluorescence artefact?] | -4 | 0 | O=C(CSCc1ccccc1)NCc1ccc2c(c1)OCO2
16 | 106 | -29 | -6 | -5 | 1 | -10 | 0 | -6 | 7 | CN(C)C(CNC(=O)Nc1cccc(Cl)c1)c1cccnc1 (stereo not drawn)
17 | 97 | -4 | 2 | -3 | -1 | 19 | 9 | 0 | 5 | CCSc1nnc(NC(=O)c2nc(-c3ccccc3)n(-c3ccccc3)n2)s1
18 | 116[fluorescence artefact?] | -2 | -11 | 5[fluorescence artefact?] | -3 | -28 | 14[fluorescence artefact?] | 11 | 4 | O=C(NCC1CCCO1)c1ccc2c(c1)C(=O)N(C1CCCCC1)C2=O (stereo not drawn)
19 | / | 66* | -16 | / | 1 | 12 | / | -6 | 13 | C/C(=N\OC(=O)c1ccc(OC(C)C)cc1)c1ccc(C)c(C)c1
20 | / | -6 | -9 | / | 5 | 40 | / | -2 | -2 | COc1ccc(C(=O)c2c[nH]c(C(=O)NCc3ccco3)c2)cc1
21 | 99 | -8 | -9 | 24 | -1 | -22 | -2 | 1 | 3 | CC(OC(=O)C1CCN(S(=O)(=O)c2ccccc2)CC1)C(=O)Nc1ncc(Cl)cc1Cl (stereo not drawn)
22 | 98 | / | 0 | -7[fluorescence artefact?] | 0 | 4 | -2 | / | 0 | CC(C)(C)NCc1cccn1-c1sc2c(c1C#N)CCCC2
23 | 83 | 2 | -1 | -3[fluorescence artefact?] | 2 | 0 | -5 | -2 | 3 | N#Cc1cccc(NC(=O)CSc2ccccc2)c1
24 | 85[fluorescence artefact?] | -12 | 1 | 1 | 3 | -2 | 6 | -2 | 11 | Cc1cccc(-c2nnc3n2N=C(c2ccccc2Br)CS3)c1
25 | 117 | 3 | / | 8 | / | / | -1 | 0 | / | COCCCNC(=O)C(C#N)c1nc2ccccc2nc1N1CCN(Cc2ccccc2)CC1 (stereo not drawn)
26 | 95 | 2 | -4 | -5 | 0 | -30 | -10 | -2 | 15 | COc1ccc2cc(/C=C/C(=O)c3ccco3)c(Cl)nc2c1
27 | 120 | 1 | -11 | -8 | 6 | 19 | -4 | -1 | 6 | O=C(CCN1CCCCC1)Nn1c(=S)[nH]c2ccccc2c1=O
28 | 151 | / | -1 | 5 | 1 | -1 | -6[fluorescence artefact?] | / | 3 | N#C/C(C(=O)Oc1ccccc1)=C1\C=Cc2ccccc2N1
29 | 91 | 9 | -10 | 1 | 41* | 1 | 7 | -4 | 5 | COC(=O)Cc1ccc2c3ccccc3n(C)c2c1
30 | 96 | / | -7 | 13 | -3 | -9 | -8 | / | 12 | Cc1onc(-c2ccccc2Cl)c1C(=O)Nc1nnc(Cc2ccc(Cl)cc2)s1
31 | 117 | -37 | -38 | 6 | 0 | 6 | -4 | 1 | 10 | CCOC(=O)c1cnc(SCc2cccc3ccccc23)nc1N
32 | 129 | -2 | -8 | -24 | 0 | 4 | -22[fluorescence artefact?] | 1 | 2 | COc1ccccc1NC(=O)CSc1nnc(Cc2ccccc2)o1
33 | 113 | -1 | / | -6 | / | / | -6 | 2 | / | COc1cc(NC(=O)CCN2CCN(c3ccccc3F)CC2)cc(OC)c1
34 | 121 | 23 | 33 | -5 | 15 | 23 | 2 | -1 | 2 | COc1ccc(CCNc2ncnc3[nH]ncc23)cc1OC
35 | 122 | -1 | / | 1[fluorescence artefact?] | / | / | -12[fluorescence artefact?] | 0 | / | Cn1c(=O)c2c(nc(CN3CCN(c4ccccc4)CC3)n2CCN2CCOCC2)n(C)c1=O
36 | 110 | -3 | -10 | -13 | 0 | -5 | -10 | -1 | 6 | O=c1cc(N2CCc3ccccc3C2)[nH]c(=O)n1-c1ccc(Cl)cc1
37 | / | -4 | -16 | / | 2 | -171 | / | 7 | 123*[fluorescence artefact?] | N#C/C(=C/c1ccc(N2CCOCC2)o1)c1ccc(Br)cc1
38 | 100 | -6 | -4 | 2 | 47* | 7 | -10 | -2 | 6 | COc1cc(C2Nc3ccc4ncccc4c3C3=C2C(=O)CC(C)(C)C3)cc(OC)c1O (stereo not drawn)
39 | / | / | -4 | / | 2 | -3 | / | / | 4 | Oc1ccc(Br)cc1/C=N/N1CCN(Cc2ccccc2)CC1
40 | 116 | -14 | / | 4 | / | / | 0[fluorescence artefact?] | 1 | / | O=C(COC(=O)c1ccccn1)Nc1cccc(Cl)c1

The closing five compounds of the section above are carried over, then new ones follow:
# | ERa coact pot | CD11b adhes inh | PLK1 kinase inh | ERa SRC1 inh | FAK blocker | PLK1 PBD inh | ERb SRC1 inh | CD11b adhes enh | HIV Rev-RRE inh | compound
36 | 110 | -3 | -10 | -13 | 0 | -5 | -10 | -1 | 6 | O=c1cc(N2CCc3ccccc3C2)[nH]c(=O)n1-c1ccc(Cl)cc1
37 | / | -4 | -16 | / | 2 | -171 | / | 7 | 123*[fluorescence artefact?] | N#C/C(=C/c1ccc(N2CCOCC2)o1)c1ccc(Br)cc1
38 | 100 | -6 | -4 | 2 | 47* | 7 | -10 | -2 | 6 | COc1cc(C2Nc3ccc4ncccc4c3C3=C2C(=O)CC(C)(C)C3)cc(OC)c1O (stereo not drawn)
39 | / | / | -4 | / | 2 | -3 | / | / | 4 | Oc1ccc(Br)cc1/C=N/N1CCN(Cc2ccccc2)CC1
40 | 116 | -14 | / | 4 | / | / | 0[fluorescence artefact?] | 1 | / | O=C(COC(=O)c1ccccn1)Nc1cccc(Cl)c1
41 | 116 | -12 | -1 | 0 | 2 | 17 | 0 | -1 | 4 | COc1ccccc1NC(=O)Cn1c(=O)sc2ccccc21
42 | 77 | 4 | -11 | 44 | 2 | 13 | 37 | 4 | 21 | CC1=NN2C(=N)/C(=C\c3ccc(SCc4ccccc4)o3)C(=O)N=C2S1
43 | 106 | / | -2 | -6 | -2 | -8 | -16 | / | 2 | Cc1cccc(C)c1NC(=O)CC(NCc1ccco1)C(=O)O (stereo not drawn)
44 | 84 | 0 | -2 | -3 | 1 | 18 | 2 | -3 | 9 | CS(=O)(=O)N(Cc1ccc(Cl)cc1)c1ccc(C(=O)NCCSCc2ccco2)cc1
45 | / | -14 | -19 | / | 11 | -15 | / | 1 | 5 | COCCN(Cc1cc2cc(C)ccc2nc1Cl)C(=O)Nc1ccccc1C
46 | 99 | -5 | -6 | 7 | 0 | 23 | -16 | 2 | 7 | Cn1c(SCC(=O)N2CCCCC2)nc2cccnc21
47 | 104 | 7 | -7 | -34 | -1 | 18 | -8[fluorescence artefact?] | 3 | 2 | C=CCNC(=O)c1ccc(Cl)cc1Cl
48 | / | -12 | -4 | / | 6 | 18 | / | -1 | 12 | CC(C)CC(NC(=O)c1ccccc1)C(=O)OCC(=O)Nc1ccc(Br)cn1 (stereo not drawn)
49 | / | 16 | -10 | / | -2 | -11 | / | 5 | 3 | COc1cc(SC#N)ccc1N=Cc1c(C)[nH]n(-c2cccc3ccccc23)c1=O
50 | 224* | / | -4 | -5[fluorescence artefact?] | 12 | -5 | -9 | / | 10 | CCc1nc(SCC(=O)c2cccs2)c2oc3ccccc3c2n1
51 | 99 | 8 | 0 | -5 | 0 | -3 | 21 | 1 | 5 | N/C(CC(=O)Nc1cccc(C(F)(F)F)c1)=N/O
52 | / | 7 | -10 | / | 3 | 7 | / | 0 | 17 | O=C(/C=C/c1c(Cl)cccc1Cl)Nc1ccncc1
53 | 64 | 6 | -6 | 7 | 0 | 0 | -3 | 4 | 7 | CC(C)Cc1nc(N2CCN(C(=O)c3ccco3)CC2)c(C#N)c2c1CCC2
54 | / | / | -4 | / | -5 | -3 | / | / | 5 | O=C(Nc1nccc(-c2cccs2)n1)c1ccccc1Cl

Some entries already given, showing only ERb SRC1 inh and FAK blocker.
#	molecule	ERb SRC1 inh	FAK blocker
41	COc1ccccc1NC(=O)Cn1c(=O)sc2ccccc21	0	2
42	CC1=NN2C(=N)/C(=C\c3ccc(SCc4ccccc4)o3)C(=O)N=C2S1	37	2
43	Cc1cccc(C)c1NC(=O)CC(NCc1ccco1)C(=O)O (stereo not drawn)	-16	-2
44	CS(=O)(=O)N(Cc1ccc(Cl)cc1)c1ccc(C(=O)NCCSCc2ccco2)cc1	2	1
45	COCCN(Cc1cc2cc(C)ccc2nc1Cl)C(=O)Nc1ccccc1C	/	11

Compound profiles, from the list above. Screens in order: ERa coact pot	CD11b adhes inh	PLK1 kinase inh	ERa SRC1 inh	FAK blocker	PLK1 PBD inh	ERb SRC1 inh	CD11b adhes enh	HIV Rev-RRE inh
`Cn1c(SCC(=O)N2CCCCC2)nc2cccnc21` is listed as 99	-5	-6	7	0	23	-16	2	7
`N/C(CC(=O)Nc1cccc(C(F)(F)F)c1)=N/O` is listed as 99	8	0	-5	0	-3	21	1	5
`CC(C)CC(NC(=O)c1ccccc1)C(=O)OCC(=O)Nc1ccc(Br)cn1` (stereo not drawn) is listed as /	-12	-4	/	6	18	/	-1	12

Screening data deposited in PubChem by several laboratories.
